# GLS inhibitor: blocks human kidney-isoform glutaminase activity; hit rate 0.21% among 410,000; GLS enzymatic activity, qHTS titration; AID 624170; Potency, µM (series often up to 45.5 µM), for inactives: top-dose activity change, negative = inhibition, most hits filed as inhibitors; O94925; note: potency is the fitted concentration of half-maximal effect; % is set by controls: 0 for no effect and ±100 for the full control effect
#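 Coupled fluorescence readout: glutamate oxidase/HRP/Amplex Red detect glutamate formed by hKGA from L-glutamine (1 mM solution added). Buffer 45 mM KH2PO4 pH 8.2, 0.02% Tween-20; reads at t0 and 30 min RT.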
# BAZ2B inh: BAZ2B (human) inhibition. Q9UIF8. AlphaScreen BAZ2B-H3K14Ac peptide displacement. Potency, µM (series often up to 114 µM), inactives show at the top dose activity change, negative = inhibition, usual class: inhibitors. hit rate 4.4% among 360,000; note: potency is the fitted concentration of half-maximal effect; % is set by controls: 0 for no effect and ±100 for the full control effect; nearly all actives have a fitted effect of over 60% in size
#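 Inhibition is scored as reduced AlphaScreen emission. The BAZ2B/b-H3(5-23)K14Ac complex (50 nM each) in PBS pH 7.4, 0.01% Tween-20 meets compound (up to 110 uM) for 30 min at RT before bead addition.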
# POLH inh: inhibitors of human DNA polymerase eta; hit rate 1.2% among 390,000; recombinant Pol eta, fluorescent DNA replication assay; Potency, µM (highest dose often 114 µM), inactives show at the top dose activity change, negative = inhibition, hits mostly inhibitors; AID 588591; Q9Y253; note: potency is the fitted concentration of half-maximal effect; % is set by controls: 0 for no effect and ±100 for the full control effect
#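 Pol eta at 10 nM preincubated with compounds 15 min at room temperature; reaction started with fluorescent substrate (50 nM final) and read kinetically at 0 and 10 min.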
# HP1b binding inh: blocks HP1-beta chromodomain binding to methylated histone tails; Potency, µM (titrated, usually from 114 µM), for inactives: at the top dose activity change, negative = inhibition, usual class: inhibitors; P83916; AID 540317; AlphaScreen HP1-beta / biotin-H3K9me3 peptide binding; hit rate 0.56% among 390,000; note: potency is the fitted concentration of half-maximal effect; nearly all actives have a fitted effect of over 70% in size; inactives centre near 23
# Target sequence (P83916 whole entry, looked up): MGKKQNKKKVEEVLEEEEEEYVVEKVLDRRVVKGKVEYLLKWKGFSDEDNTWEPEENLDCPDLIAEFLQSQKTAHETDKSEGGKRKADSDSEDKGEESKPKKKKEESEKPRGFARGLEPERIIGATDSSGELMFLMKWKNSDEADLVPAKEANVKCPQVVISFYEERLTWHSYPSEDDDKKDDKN
#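 AlphaScreen: HP1-beta (50 nM) preformed 30 min with biotin-H3(1-18)K9me3 peptide (50 nM) in PBS pH 7.4, 0.01% Tween-20. Compound added for 30 min at RT, then streptavidin donor/nickel chelate acceptor beads (10 ug/mL) for 30 min.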
# Pin1 inhibitor: human Pin1 inhibition; hit rate 0.009% among 390,000; Q13526; Potency, µM (series often up to 115 µM), for the others: top-dose activity, negative = inhibition, usual class: inhibitors; Pin1 FP peptide displacement, HiFluor488, 10 min; active = well fitted inhibition curve with a large enough effect in the polarisation, with a control signal flat, not every such curve was filed as active; inconclusive = small, poorly fitted or top-dose-only effect, or effect the other way, or a change in a side signal; inactive = no such curve, though single readings can be large or run the other way; the % refers to the polarisation; note: potency is the fitted concentration of half-maximal effect; % is set by controls: 0 for no effect and ±100 for the full control effect
# Target sequence (Q13526 whole entry, looked up): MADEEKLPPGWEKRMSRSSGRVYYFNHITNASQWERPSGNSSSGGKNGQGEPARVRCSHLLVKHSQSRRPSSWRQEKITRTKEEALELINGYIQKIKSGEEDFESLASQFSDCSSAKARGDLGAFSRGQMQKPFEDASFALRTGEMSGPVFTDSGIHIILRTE
# G9a block: inhibitors of human histone lysine methyltransferase G9a; G9a H3K9 monomethylation, AlphaScreen, 2 h; AID 504332; hit rate 8.8% among 350,000; Potency, µM (series often up to 102 µM), for the others: top-dose activity, negative = inhibition, actives largely listed as inhibitors; note: potency is the fitted concentration of half-maximal effect; % is set by controls: 0 for no effect and ±100 for the full control effect; nearly all actives have a fitted effect of over 75% in size
#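 Signal arises when biotinylated H3K9 peptide, once monomethylated, bridges streptavidin donor and antibody-captured acceptor beads. Enzyme at 20 nM was preincubated 15 min with test compounds; peptide 500 nM and SAM 20 uM then reacted for 2 h.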
# Tb PGK inh: blocks T. brucei phosphoglycerate kinase | P07378 | PGK/GAPDH coupled, Kinase-Glo luminescence, 60 min | Potency, µM (top dose mostly 57.5 µM), without a hit: at the top dose activity change, negative = inhibition, hits mostly inhibitors | hit rate 0.043% among 380,000 | AID 602233; note: potency is the fitted concentration of half-maximal effect; % is set by controls: 0 for no effect and ±100 for the full control effect; nearly all actives have a fitted effect of over 60% in size
#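 Luminescent ATP detection (Kinase-Glo Plus) follows a 60-minute room-temperature incubation, with wells lacking PGK as controls. Buffer: 100 mM TEA (pH 7.6), 5 mM MgCl2, 0.01% Tween-20. Coupling enzyme GAPDH (100 nM final) supplies unstable 1,3-BPG in-well.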
# JMJD2A Tudor inh: JMJD2A Tudor domain (human) inhibition; AlphaScreen JMJD2A-Tudor / H3K4me3 peptide binding; Potency, µM (top dose mostly 114 µM), inactives show at the top dose activity change, negative = inhibition, hits mostly inhibitors; hit rate 4.4% among 390,000; note: potency is the fitted concentration of half-maximal effect; % is set by controls: 0 for no effect and ±100 for the full control effect; nearly all actives have a fitted effect of over 50% in size
# PI4K2A inh: blocks human PI4K2A kinase activity. AID 1346378. Q9BTU6. purified PI4K2A, ADP-Glo luminescence, 1 h; active compounds read low. hit rate 0.13% among 420,000. activity change, negative = inhibition, % at 76.9 µM; in the data active = activity change below about -50%; inconclusive = mostly about -30% to -49%;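 note: -100% = wells without enzyme as full effect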
# Target sequence (Q9BTU6 whole entry, looked up): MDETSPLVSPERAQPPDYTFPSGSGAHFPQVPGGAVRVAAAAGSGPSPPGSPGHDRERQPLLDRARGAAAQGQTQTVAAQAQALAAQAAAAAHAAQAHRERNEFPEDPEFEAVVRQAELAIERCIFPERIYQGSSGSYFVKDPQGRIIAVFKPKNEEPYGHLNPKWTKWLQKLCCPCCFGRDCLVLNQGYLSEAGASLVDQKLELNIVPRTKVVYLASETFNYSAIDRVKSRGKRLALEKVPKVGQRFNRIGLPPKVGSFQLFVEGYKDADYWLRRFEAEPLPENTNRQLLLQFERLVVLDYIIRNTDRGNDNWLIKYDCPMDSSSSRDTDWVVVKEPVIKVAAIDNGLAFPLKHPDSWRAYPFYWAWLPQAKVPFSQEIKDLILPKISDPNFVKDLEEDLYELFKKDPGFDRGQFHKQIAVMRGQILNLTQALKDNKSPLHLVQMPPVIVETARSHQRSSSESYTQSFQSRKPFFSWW
#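 PI4K2A activity was measured by ADP-Glo luminescence: enzyme (4 ug/mL stock) and phosphatidylinositol (1.2 mM stock) in Tris pH 7.5/MgCl2/EGTA/Triton X-100 buffer were reacted with ATP (300 microM stock) for one hour at ambient temperature.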
# Starred values were filed as active, the others as inactive; i = inactive; u = inconclusive; x = no result given; [ ] = dose if it differs, or a comment. Unless noted, calls come from the whole dose curve; as a rule, active = well fitted curve in the direction sought with a large enough effect; inconclusive = small, poorly fitted or top-dose-only effect, or another doubt; inactive = no such curve, though single readings can be large; an effect the other way counts as inactive or inconclusive.
molecule | GLS inhibitor | BAZ2B inh | POLH inh | HP1b binding inh | Pin1 inhibitor | G9a block | Tb PGK inh | JMJD2A Tudor inh | PI4K2A inh
Cc1ccc(C(=O)NC(=S)NNC(=O)COc2ccccc2C)cc1 | -2% | 4% | -8% | -14% | u | 3.5µM* | -7% | 22µM* | -4
CC(=O)Nc1ccc2nc(-c3ccc(Br)o3)[nH]c2c1 | 5% | -9% | -1% | 42% | 7% | u | -6% | -17% | -2
CCCCC(=O)Nc1nc(-c2ccc(S(=O)(=O)N3CCOCC3)cc2)cs1 | -3% | -6% | -27% | 22% | 2% | -1% | -1% | -13% | -1
O=C(Cn1cccc1C(=O)c1ccccc1)NCc1ccccn1 | 8% | 2% | 0% | 47% | 0% | 9%[12.7 µM] | 1% | 16% | 4
COc1ccc(C(=O)NC(=S)N2CCN(c3ccccc3O)CC2)cc1 | 47%[activator] | x | -19% | 18% | 11% | x | -1% | -20% | -5
O=[N+]([O-])c1ccc(O)c(/C=N/Nc2ccc(Cl)nn2)c1 | -26% | 4µM* | -2% | 41%[activator] | 7% | x | -6% | 7.9µM* | -1
C/C(N)=C(/C#N)C(=O)COC(=O)[C@@H](NC(=O)c1ccccc1Cl)C(C)C | 3% | -7% | -13% | 22% | 4% | 2% | -6% | -15% | -3
O=C(Nc1ccc(N2CCOCC2)cc1)c1cccc(-n2cnnc2)c1 | 0% | -22% | -13% | -11% | 2% | 45µM* | i | -15% | -7
Nc1ccccc1N=Nc1ccccc1N | 24% | 3.2µM* | -1% | u | u | 14µM* | -3% | 2.8µM* | -9
C/C=C\C=C\C(=O)Nc1cccc(C2=NOC3(C2)C[C@@H](C(N)=O)N(C(=O)C(c2ccccc2)c2ccccc2)C3)c1 (stereo not given in full) | -19% | u | -15% | 15% | 48%[activator] | u | -2% | -36% | -2
CN1/C(=C/C2CC(=O)N(c3ccc([N+](=O)[O-])cc3)C2=O)C(C)(C)c2ccccc21 (stereo not given) | 1% | u | 4% | -3% | 19% | u | i | u | 0
O=S(=O)(c1cccs1)N1CCN(c2ccccc2)CC1 | 14% | 0% | -26% | 2% | -9% | 12% | -8% | -7% | 0
CC12CN3CC(c4ccccc4)(CN(C1)C3c1ccc(O)cc1)C2=O (stereo not given) | 4% | -12% | -19% | 8% | 1% | 4%[59 µM] | -8% | -13% | -4
CCN(CC(=O)NCc1ccc(Cl)cc1)CC(=O)NC1(C#N)CCCC1 | 3% | -4% | -2% | 22% | 4% | 12% | 3% | -4% | 2
CC(C)[C@H](NS(=O)(=O)c1ccccc1)C(=O)OCC(=O)NC(=O)NC1CCCCC1 | 0% | x | -22% | 9% | 0% | x | -1% | -9% | -6
COc1ccccc1N1CC(C(=O)OCC(=O)c2ccc(F)cc2)CC1=O (stereo not given) | -12% | x | 4% | 26% | -13% | u | -9% | -7% | -2
O=C(COC(=O)c1cc(Cl)ccc1O)NC(=O)NCc1ccccc1 | 8% | 14% | -5% | 26% | -1% | u | -1% | -7% | -2
CCCCn1c(CCl)nc2cc(S(=O)(=O)N3CCOCC3)ccc21 | 7% | x | -4% | 20% | -20% | x | -5% | -14% | -2
Cc1ccc(-c2cc(C(=O)Nc3c(C)n(C)n(-c4ccccc4)c3=O)no2)cc1 | -5% | -5% | -19% | 52%[activator] | -2% | -18% | -8% | -13% | -1
COc1cccc(NC(=O)CCc2nnc3ccc(N4CCN(c5cccc(OC)c5)CC4)nn23)c1 | -5% | 1% | -13% | -4% | 3% | 11% | -2% | u | 7
CCOC(=O)c1c(C)[nH]c(C(C)=O)c1C | -12% | u | 4% | 24% | -1% | 16%[59 µM] | i | -19% | 1
CCC1(C)Cc2c(c(=O)n(-c3ccccc3)c3ncnc(N)c23)CO1 (stereo not given) | 2% | -6% | 2% | 28% | -2% | -15%[59 µM] | 1% | -10% | -7
O=C1OCCN1C(=O)[C@H]1[C@H](c2ccccc2)C(c2cccc(Cl)c2)=NN1c1ccccc1 | -6% | x | -20% | 239%[activator] | 41%[activator] | 178%[activator][59 µM] | -3% | 79%[activator] | 2
Cc1nc2ccn(Cc3cccnc3)c(=O)c2cc1C(=O)N1CCN(c2ccc(F)cc2)CC1 | 10% | -16% | 0% | 15% | -6% | 6%[59 µM] | 8% | -10% | 1
O=C(CCNS(=O)(=O)c1ccc(Br)cc1)NCCCSc1ccccc1 | -2% | 9% | -16% | 31% | -1% | -6%[12.7 µM] | 4% | -14% | -4
O=C(c1ccco1)N1CCN(c2ccc(N3CCCCC3)nn2)CC1 | 0% | 0% | -5% | 46% | 2% | 0%[0.501 µM] | 8% | -4% | 2
O=C(COC(=O)CSCc1ccccc1)NCc1ccccc1 | 13% | -2% | -17% | 17% | 0% | 28%[12.7 µM] | -3% | -14% | 3
O=C(O)CCCN1C(=O)/C(=C\c2ccccc2OCc2ccccc2)SC1=S | 31%[activator] | 50µM* | 79µM* | u | u | 40µM* | -12% | 56µM* | -5
Cc1ccc(C(=O)Nc2ccc(C(=O)N3CCCCC3C)cc2)cc1 (stereo not given) | 5% | -23% | -13% | -7% | -5% | 40%[activator][12.7 µM] | 8% | -15% | -15
Cc1cc(NS(=O)(=O)c2ccc(Nc3nc(-c4ccc(C)c(C)c4)cs3)cc2)no1 | 10% | u | u | -37% | -13% | u | -3% | 56µM* | -5
CC1CC(C)CN(C(=O)Cn2c(-c3nonc3N)nc3ccccc32)C1 (stereo not given) | -1% | -2% | -4% | 43%[activator] | 2% | 18%[59 µM] | 3% | 7% | -1
COc1ccc(NC(=S)N=Nc2c(O)[nH]c3ccccc23)cc1 | 5% | -27% | 3% | 4% | 1% | -34% | -8% | -13% | 1
O=C(NCc1ccccc1)C1=C[C@@H](c2ccc3c(c2)OCO3)C[C@@H](OCc2ccc(CO)cc2)O1 | 0% | x | -5% | 19% | 10% | x | -6% | -32% | -2
CCCN1CCC(NC(=O)Nc2ccc(OC)c(OC)c2)CC1 | 10% | -11% | 4% | 6% | 1% | -18%[12.7 µM] | -7% | -25% | -1
N#Cc1c(Nc2ccccc2Cl)s[nH]c1=O | u | -4% | -17% | 30% | 2% | x | -10% | -16% | -1
O=C(C1CCCO1)N1CCN(C(=S)Nc2ccc(Cl)cc2Cl)CC1 (stereo not given) | 2% | 5% | -8% | 18% | -5% | 9%[59 µM] | -4% | -14% | 0
CCCCNS(=O)(=O)c1ccc(OCC(=O)OC)cc1 | 1% | 8% | -16% | 26% | 10% | -2%[59 µM] | -4% | 1% | -7
Cc1cc(C)cc(N2C(=O)CCN(Cc3ccccc3)C2=O)c1 | -1% | -3% | 1% | 12% | -8% | 14%[59 µM] | -9% | -9% | 0
Cc1ccc(NC(=S)NC2CCN(Cc3ccccc3)CC2)cc1C | 7% | x | -19% | 6% | 7% | -26% | i | -34% | 2
Cc1ccc(S(=O)(=O)N2CCCC2C(=O)NC2=NCCS2)cc1 (stereo not given) | 17% | -1% | -13% | 17% | 1% | -28% | -2% | -10% | -4
Cc1ccccc1C(OCC(O)CN1CCCCC1CCO)c1ccccc1 (stereo not given) | 1% | 5% | -5% | 6% | 5% | -23% | i | -3% | 0
COc1cc(CNCCSc2nnnn2C)cc(OC)c1OC | 0% | -2% | -12% | 14% | -1% | -34%[12.7 µM] | 4% | 1% | 1
CC(C)c1ccc(NC(=O)[C@H](NC(=O)[C@@H]2Cc3ccccc3CN2)c2ccccc2)cc1 | -4% | -28% | -16% | 48%[activator] | 6% | 45µM* | -3% | -18% | 1
COc1ccc2cc3cc(C(=O)N4CCN(Cc5ccc6c(c5)OCO6)CC4)oc3nc2c1 | 6% | u | 5% | -13% | 28% | u | 1% | -27% | 8
Cc1ccc(S(=O)(=O)N(C#N)c2nc(C)cc(C)n2)cc1 | -2% | u | -7% | 56%[activator] | 1% | 45µM* | i | -14% | 2
OCCNc1nc(N2CCN(Cc3ccccc3)CC2)nc2ccccc12 | -3% | -8% | -9% | 0% | -7% | u | -1% | -27% | 0
Cc1cccc(C(=O)N/N=C/c2ccoc2)c1 | -7% | 50µM* | u | 17% | 4% | 6% | -11% | -26% | 0
O=C(NCc1ccc2c(c1)CCN2C(=O)c1ccncc1)c1cccc(F)c1 | 2% | -1% | 3% | 26% | -1% | 7%[59 µM] | 0% | -12% | 1
Cc1occc1-c1nnc(SCC(=O)Nc2ccccc2-c2ccccc2)n1C | 3% | x | -1% | 17% | -2% | -7%[59 µM] | 1% | -17% | -8
Cc1cc(=O)oc2cc(OCC3CC(c4ccc(N(C)C)cc4)=NO3)ccc12 (stereo not given) | 2% | -4% | -7% | -4% | 20% | 3% | -1% | -26% | -2
CC(=O)Nc1ccc(NC(=O)Cn2cc3c(n2)CCCC3)cc1 | -1% | 6% | -4% | 17% | 6% | 1%[12.7 µM] | -1% | -10% | 2
COc1ccc(CCNC(=O)COC(=O)C2CC2C)cc1 (stereo not given) | -4% | 0% | -13% | 34% | 2% | u | i | 7% | 0
C=CCc1ccccc1Oc1cc(F)nc(N)n1 | 6% | -3% | -9% | 34% | 2% | 22% | 4% | -5% | 3
O=C(c1n[nH]c2c1CCC2)N1CCCC(Nc2cccc(F)c2)C1 (stereo not given) | 14% | -2% | -4% | 15% | -17% | x | 0% | -10% | -4
Brc1ccc(-c2cn3c(n2)CCc2ccc4cccnc4c2-3)cc1 | 1% | 41%[activator] | -18% | 55%[activator] | 12% | -6%[59 µM] | i | 1% | 12
CCc1ccccc1NC(=O)CN1C(=O)c2ccccc2Sc2ncccc21 | 7% | u | -14% | 23% | 1% | -22%[59 µM] | -3% | -10% | 5
CC(=O)NC(NC(=S)Nc1ccc(N=Nc2ccccc2)cc1)C(Cl)(Cl)Cl (stereo not given) | -8% | u | -4% | u | 2% | u | 6% | u | 2

# Screening results as filed in PubChem BioAssay.

# An excerpt (hit frequency here may not be typical).
